Vif-A3F inh: inhibitors of Vif-A3F interaction | HeLa A3F-eYFP + Vif (tagged APOBEC3F with the HIV-1 protein that degrades it), YFP fluorescence increase | Potency, µM (top dose mostly 46.1 µM), inactives show top-dose activity, negative = active | 390,000 compounds, 0.2% hits; note: potency is the fitted concentration of half-maximal effect; % of control where 0% means no effect; nearly all actives have a fitted effect of over 65% in size
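HeLa cells stably expressing A3F-eYFP plus Vif, plated and incubated overnight at 37 deg C, then exposed to compounds overnight at 37 deg C. Blocked degradation read as raised yellow fluorescence (Ex 488/Em 500-530).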
GRP78 ERSR act: inducers of ER stress response in human glioma cells; U87-MG GRP78 promoter luciferase reporter, 16 h; 420,000 compounds, 0.02% hits; Potency, µM, for the others: at the highest dose activation, actives largely listed as activators; AID 602332; note: potency is the fitted concentration of half-maximal effect; series mostly up to about 76 µM; % of control where 0% means no effect; nearly all actives have a fitted effect of over 35% in size
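Stably transfected U87-MG human glioma cells carrying a GRP78-based luminescent sensor were seeded at 1000 cells/well, pin-dosed with compounds and incubated 16 h. Luciferase reagent was then added, and end-point luminescence was read after 10 min at room temperature.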
Vif-A3G inh: inhibitors of Vif-APOBEC3G interaction. HeLa A3G-eYFP + Vif (tagged APOBEC3G with the HIV-1 protein that degrades it), YFP fluorescence, overnight. 410,000 compounds, 0.076% hits. Potency, µM (doses to about 46.1 µM), without a hit: at the top dose activity, negative = active, actives largely listed as inhibitors. Q9HC16. AID 602310;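 note: potency is the fitted concentration of half-maximal effect; % is set by controls: 0 for no effect and ±100 for the full control effect; nearly all actives have a fitted effect of over 60% in size; hits raise eYFP signal because A3G escapes Vif-driven loss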
Target sequence (Q9HC16 whole entry, looked up): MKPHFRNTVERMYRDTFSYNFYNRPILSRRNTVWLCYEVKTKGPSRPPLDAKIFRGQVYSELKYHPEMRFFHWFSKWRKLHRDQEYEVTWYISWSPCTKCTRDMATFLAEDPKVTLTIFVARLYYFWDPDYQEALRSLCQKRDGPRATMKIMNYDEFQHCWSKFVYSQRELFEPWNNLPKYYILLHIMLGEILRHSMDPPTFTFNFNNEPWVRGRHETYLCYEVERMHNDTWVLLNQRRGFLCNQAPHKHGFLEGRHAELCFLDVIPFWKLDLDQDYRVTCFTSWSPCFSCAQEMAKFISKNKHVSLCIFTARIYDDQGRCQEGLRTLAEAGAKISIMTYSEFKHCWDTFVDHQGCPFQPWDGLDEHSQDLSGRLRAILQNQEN
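HeLa cells stably expressing Vif and C-terminally eYFP-tagged A3G, seeded overnight at 37 deg C, then exposed to compound by pintool overnight at 37 deg C. Rise in yellow fluorescence (Ex 488/Em 500-530, Acumen) marks blocked Vif-driven A3G degradation.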
D1 antag: blocks dopamine activation of the human D1 receptor; P21728; HEK293 TREx D1 cells, calcium flux, dopamine EC80; stronger effect = lower value; activity change, negative = inhibition, % at 10 µM; 360,000 compounds, 3.2% hits; in the data active = activity change below about -30%; note: % is set by controls: 0 for no effect and ±100 for the full control effect
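Tetracycline-induced HEK293 T-REx cells with force-coupled D1 receptor were loaded with a no-wash calcium dye. Compound was added after a 10 s baseline and read kinetically for 180 s; EC80 dopamine was then added and calcium flux followed another 180 s.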
RXFP1 antagonist: antagonists of human relaxin receptor RXFP1 | 350,000 compounds, 0.59% hits | HEK293-RXFP1, relaxin-stimulated cAMP HTRF, 30 min; stronger effect = lower value | activity change, negative = inhibition, % at 57.5 µM | AID 1259400 | Q9HBX9;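 active = activity change of -60% or lower, but not beyond a set lower limit; inconclusive = change between -60% and -40%, or beyond the set limit; inactive = change above -40%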; note: % is set by controls: 0 for no effect and ±100 for the full control effect
D1 agonist: activates the human D1 dopamine receptor. P21728. activation, % at 2 µM. HEK293 T-REx D1 cells, calcium flux, agonist mode. 360,000 compounds, 1% hits; in the data active = activation above about 30%; note: 0% is about no effect
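Inducible HEK293 T-REx D1 cells, force-coupled to calcium signalling, were plated at 4000 cells/well with tetracycline and held overnight at 30 C. After no-wash calcium dye loading, compound-evoked calcium rise over 180 s flagged agonists.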
D1 potentiator: human D1 dopamine receptor positive modulation. P21728. HEK293 TREx D1 cells, calcium flux, dopamine EC20 potentiation. potentiation, % at 10 µM. 360,000 compounds, 0.036% hits. AID 504651; in the data active = potentiation above about 30%; note: 0% is about no effect
RXFP1 ag: activates the human relaxin receptor RXFP1; Q9HBX9; HEK293T-RXFP1 cAMP TR-FRET, 30 min; response scale: percent of porcine relaxin response, buffer zero; Potency, µM (highest dose often 57.5 µM), inactives show at the top dose activation, usual class: activators; 370,000 compounds, 0.3% hits; note: potency is the fitted concentration of half-maximal effect; % is set by controls: 0 for no effect and ±100 for the full control effect; nearly all actives have a fitted effect of over 60% in size; many of its hits are not listed in these tables
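cAMP rise read by TR-FRET after 30 min, 37C compound exposure (up to 58 uM) in RXFP1-transfected HEK293 cells with Ro 20174 present. EC50 from Hill-equation fits, with 29 nM porcine relaxin as 100% and buffer as basal.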
D2 PAM: D2 dopamine receptor (human) potentiation; P14416; HEK293 T-REx D2, calcium flux, EC20 dopamine potentiation; potentiation, % at 10 µM; 340,000 compounds, 0.34% hits;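 active = potentiation over 3 SD above the plate norm, cut at about 30% in these data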; note: 0% is about no effect
Target sequence (P14416 whole entry, looked up): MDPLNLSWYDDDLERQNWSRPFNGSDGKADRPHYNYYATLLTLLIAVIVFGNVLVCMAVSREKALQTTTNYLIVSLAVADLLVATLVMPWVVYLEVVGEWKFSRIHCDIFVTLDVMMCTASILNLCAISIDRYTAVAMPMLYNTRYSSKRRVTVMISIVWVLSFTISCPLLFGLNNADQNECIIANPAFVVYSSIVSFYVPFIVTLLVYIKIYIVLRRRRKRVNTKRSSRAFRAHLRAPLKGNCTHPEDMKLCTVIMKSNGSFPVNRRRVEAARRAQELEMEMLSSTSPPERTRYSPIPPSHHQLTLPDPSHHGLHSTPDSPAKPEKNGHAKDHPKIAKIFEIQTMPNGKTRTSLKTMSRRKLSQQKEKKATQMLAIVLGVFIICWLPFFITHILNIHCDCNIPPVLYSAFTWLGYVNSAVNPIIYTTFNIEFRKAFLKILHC
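Tetracycline-induced Hek293 Trex D2 cells, force-coupled to calcium, loaded with no-wash calcium dye. Compound added with 180 s kinetic read for agonism, then EC20 dopamine and a further 180 s read for potentiation.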
* = called active by the depositor; ? = inconclusive; . = no result given; & = joins results of further samples; ! = not confirmed by another sample; [ ] = dose if it differs, or a comment. Unless noted, calls come from the whole dose curve; as a rule, active = well fitted curve in the direction sought with a large enough effect; inconclusive = small, poorly fitted or top-dose-only effect, or another doubt; inactive = no such curve, though single readings can be large; an effect the other way counts as inactive or inconclusive. This is a subset, so the mix of outcomes need not match the whole.

SMILES | Vif-A3F inh | GRP78 ERSR act | Vif-A3G inh | D1 antag | RXFP1 antagonist | D1 agonist | D1 potentiator | RXFP1 ag | D2 PAM
CCOc1ccc(N(CC(=O)NN=C2CCCC2)S(C)(=O)=O)cc1 | 3.5% | -2.5% | -0.6% | 1.8 | -8.6 | 0.9 | -1.9 | 3.5% | -2.5
O=C(CCC(=O)NCCO)NCCO | ? | -3.5% | -5.4% | -10.4 | -6.8 | 1.6 | -15.8 | 1.0% | 16.3
CCOC(=O)c1[nH]cnc1C(=O)N1CCC(C)CC1 | 4.3% | -3.7% | 4.3% | . | . | -3.1 | -4.5 | -0.1% | -4.7
O=C(O)C1CC=C(Cl)CC1C(=O)NCC1OCCc2ccccc21 (stereo not drawn) | . | -6.2% | 0.2% | -9.9 | -13.9 | 1.3 | -8.7 | 0.1% | 0.2
Cc1ccc(C)n1-c1ccc(N2CCOCC2)c([N+](=O)[O-])c1 | ? | -0.5% | -9.7% | -0.6 | . | 2.0 | -1.6 | -2.3% | -15.2
CN(C)S(=O)(=O)c1ccc(C(=O)NC(=O)CSc2nncs2)cc1 | -8.9% | -2.6% | 0.7% | . | 2.9 | . | . | . | .
O=C(NNC(=O)C1CC(=O)N(Cc2ccccc2)C1)c1ccc(F)cc1 (stereo not drawn) | 8.4% | -1.6% | 2.4% | 4.7 | 2.1 | 1.1 | 3.9 | 2.0% | 0.8
CCNC(=S)N(CCCN(CC)CC)Cc1cc2cc3c(cc2[nH]c1=O)OCO3 | 1.8% | 3.9% | -1.7% | 7.5 | -7.3 | 5.5 | -3.9 | 2.0% | 1.0
Cc1ccc(NCc2nnc(SCc3ccc(C#N)cc3)n2Cc2ccco2)c(C)c1 | 3.5% | -3.3% | -1.4% | -2.3 | 14.3 | 1.2 | -7.2 | 0.7% | -2.4
O=C(Nc1cc(C(=O)N2CCOCC2)cc(C(=O)N2CCOCC2)c1)c1cc(F)c(F)cc1Cl | -11.6% | -5.9% | 0.4% | -2.5 | 4.8 | 3.2 | -5.1 | -0.3% | 2.5
N#CCSc1nc2ccccc2o1 | 11.5% | -4.3% | -0.2% | 6.9 | 0.0 | 2.7 | 2.0 | -0.9% | -7.5
COc1ccc(O)c(-c2cc(-c3cccs3)[nH]n2)c1 | -0.2% | 13.7% | -33.9% | -6.9 | -3.5 | 0.4 | -5.8 | 0.1% | -2.1

Ordered by the number under RXFP1 antagonist (falling): some entries from above
Structure,RXFP1 antagonist
CN(C)S(=O)(=O)c1ccc(C(=O)NC(=O)CSc2nncs2)cc1,2.9
O=C(NNC(=O)C1CC(=O)N(Cc2ccccc2)C1)c1ccc(F)cc1 (stereo not drawn),2.1
COc1ccc(O)c(-c2cc(-c3cccs3)[nH]n2)c1,-3.5

Next entries.
SMILES | Vif-A3F inh | GRP78 ERSR act | Vif-A3G inh | D1 antag | RXFP1 antagonist | D1 agonist | D1 potentiator | RXFP1 ag | D2 PAM
O=C(CCCN1C(=O)c2ccccc2C1=O)NCC1CCCO1 (stereo not drawn) | 3.6% | -4.8% | 0.7% | 6.8 | 13.2 | 0.2 | 9.6 | 5.8% | 12.7
CC(C(=O)Nc1ccccc1Cl)c1ccc([N+](=O)[O-])cc1 (stereo not drawn) | 0.7% | -2.2% | -2.9% | 4.0 | -15.8 | 9.4 | 3.6 | -1.1% | .
CC1=CC(c2ccccc2)n2nc(N3C(=O)CCC3=O)nc2N1 (stereo not drawn) | 6.0% | -2.4% | -0.5% | -3.4 | 2.8 | 2.1 | -0.7 | -0.5% | 1.2
Cc1ccc(-c2nc3sc(CCNC(=O)c4ccc(F)c(F)c4)c(C)n3n2)cc1 | -12.3% | 3.0% | 4.3% | . | . | -1.4 | -2.4 | 1.4% | -2.8
COc1ccc(C(C)(C)C)cc1NC(=O)CCn1[nH]c(=O)ccc1=O | 7.1% | -0.1% | -1.8% | . | -14.8 | . | . | . | .
COc1cc(CNc2ccc(NC(C)=O)cc2)ccc1OCc1ccccc1C | 8.7% | 2.0% | -3.8% | . | -3.3 | 7.1 | -6.8 | 2.3% | -10.9
COc1cc(NC(=O)c2ccc3c(c2)OCO3)ccc1NC(=O)c1ccco1 | . | -3.9% | 0.3% | -14.7 | -9.2 | 0.7 | -2.6 | 0.5% | 3.9
CC(=O)Nc1ccc(S(=O)(=O)N2CCC(C(=O)NC3CCCC3)CC2)cc1 | 3.8% | 1.7% | -0.1% | -8.3 | 24.6 | 2.6 | -4.7 | 3.5% | -2.5
O=C(NCC1CCCO1)c1cc2ccccc2[nH]1 (stereo not drawn) | -8.8% | 4.0% | -0.6% | -3.3 | 2.2 | 1.2 | -1.9 | -0.2% | 4.8
O=S(=O)(c1ccccc1)c1nc(NCc2cccnc2)sc1Cl | 1.2% | -3.0% | 6.2% | -19.5 | 6.4 | 5.7 | -6.4 | 0.0% | 3.8
C=CCn1c(=N)n(CC(=O)OC)c2ccccc21 | 5.4% | -3.0% | -6.2% | 5.5 | -3.9 | 4.9 | 1.9 | 0.4% | .
CC(=O)Cn1nnc2sc(-c3ccccc3)cc2c1=O | ? | 2.2% | -14.9% | 13.0&-7.8 | 3.9&6.6 | 3.7&-0.5 | -6.0&-0.6 | -0.9%&0.6% | -3.7&-1.9
COc1ccc(Cl)cc1S(=O)(=O)Nc1ncn[nH]1 | -26.9% | -2.4% | -6.2% | -9.5 | -4.6 | -2.7 | -0.2 | 0.8% | -10.0
COC(=O)CCCC1=CC2=CC(=O)C(C)(OC(=O)c3cccs3)C(=O)C2=CN1c1cccc(C#N)c1 (stereo not drawn) | 0.4% | -2.7% | -0.2% | 3.7 | . | 2.6 | -1.6 | -2.5% | 8.1
CC1=C(c2ccc(Cl)cc2)S(=O)(=O)N=C1N1CCN(c2cccc(C)c2)C(C)C1 (stereo not drawn) | 4.5% | 0.4% | 8.0% | -1.1 | -0.5 | 4.9 | -0.5 | -4.9% | 9.0
Cn1c(CN2CCOCC2)nc2cc(NC(=O)COc3ccc([N+](=O)[O-])cc3)ccc21 | -6.7% | -4.8% | 3.8% | -27.4 | -10.2 | 2.6 | -4.0 | 0.1% | -8.6
COc1ccc(OCC(=O)NC2CC(=O)N(c3cccc(OC)c3)C2)cc1 (stereo not drawn) | 6.0% | -0.9% | 7.2% | . | 6.9 | -2.1 | 2.3 | -0.9% | -5.7
COn1c(=O)c(-c2ccc(C)cc2)[n+]([O-])c2ccccc21 | 0.0% | -1.7% | -0.3% | -2.8 | 8.4 | 0.2 | -0.1 | -0.3% | -3.5
COc1cc(/C=N/NC(=O)NC23CC4CC(CC(C4)C2)C3)ccc1O | -2.5% | -0.6% | 2.4% | 21.1 | -9.5 | -0.2 | -1.1 | 4.5% | -0.6
c1ccc(Nc2ccc(-n3ccnc3)nn2)cc1 | 3.4% | -0.5% | -0.1% | -12.2 | 0.6 | 0.1 | 9.2 | 1.9% | .
C=CCNC(=O)CN1CCC(O)(c2ccc(F)cc2)CC1 | -11.1% | -3.2% | 3.0% | -1.7 | -2.1 | 3.4 | -1.8 | -0.8% | 3.2
CC(=O)C(Cc1cccc(F)c1)(Cc1cccc(F)c1)C(C)=O | 1.5% | 0.1% | -1.5% | . | 1.7 | 2.0 | -5.2 | 2.2% | -2.9
Cc1cccc(NC(=O)c2ccc(C)c(S(=O)(=O)N3CCOCC3)c2)n1 | 5.3% | 0.4% | 0.3% | . | -17.1 | . | . | . | .
Cc1cc(C(=O)N/N=C/c2ccccc2Br)no1 | 2.0% | 3.6% | -4.1% | 31.0 | 2.9 | -0.5 | -0.3 | 0.4% | -3.4
COc1ccc(OCC(=O)Nc2ccc3c(c2)C(=O)NC3=O)cc1 | 1.4% | 0.4% | 5.4% | -18.3 | -1.9 | 1.5 | -4.5 | 8.7% | 0.7
COc1cccc(C(C2C(=O)CC(C)(C)CC2=O)C2C(=O)CC(C)(C)CC2=O)c1 | -1.3% | -5.1% | 1.6% | -1.3 | -1.6 | 2.4 | 3.8 | -1.2% | 18.4
CCNC(=S)N/N=C/c1c(Cl)cccc1Cl | ? | -3.8% | 0.6% | 3.1 | 8.3 | -1.0 | -2.8 | 10.9% | -0.7
Cc1cc2c(c(=O)n1-c1ccccc1)C1O[C@](c3ccsc3)(Cc3cc(C#N)ccc31)O2 | . | . | . | -7.9 | . | 0.4 | 3.5 | -0.3%[11.5 µM] | .
Cc1c(C(C)(C)O)[nH]c2ccc(C#N)cc12 | 1.3% | 0.7% | 1.5% | -19.3 | . | 10.7 | -5.0 | -6.2% | 11.5
CCn1c(COc2cccc(C)c2)nc2ccccc21 | -5.1%&-24.2% | 0.9%&8.7% | -2.4%&-12.9% | -31.8*! | -4.3&-20.2 | 6.7&10.2 | -5.8&-13.9 | -0.6%&1.0% | -7.9&17.0
O=C(COC(=O)C1CCC(=O)N1)Nc1cccc([N+](=O)[O-])c1 (stereo not drawn) | -2.2% | -0.2% | -0.3% | . | 1.4 | . | . | . | .
CC1(C)Oc2ccc3ccc(=O)oc3c2/C(=C/Nc2ccccc2)C1=O | -4.0% | 1.9% | 1.9% | -10.0 | 6.9 | 2.4 | -1.0 | 0.2% | -4.6
CCCn1c(N)c(C(=O)CSc2nnc3n2CCCCC3)c(=O)n(C)c1=O | -11.4% | -2.9% | -0.8% | 6.0 | 1.0 | 0.7 | -4.2 | -3.3% | 4.8
O=S(=O)(O)c1ccc(O)c2cc(Nc3ccccc3)ccc12 | 2.1% | -1.5% | -2.3% | . | 6.4 | . | . | . | .
CCc1ccc(NC(=S)/N=C(\N)Nc2nc(C)c3cc(CC)ccc3n2)cc1 | 1.8% | -8.8% | -6.5% | 2.0 | -14.3 | 6.5 | 2.2 | -0.6% | 5.6
Cc1nc2ccccc2n1CC(=O)N/N=C/c1cccs1 | 7.1% | -4.4% | 0.3% | -15.8 | 3.7 | 1.7 | -7.7 | -0.3% | 0.7
COc1ccc(NC(=O)c2c(NCc3cccc(F)c3)sc3c2CCCC3)c(OC)c1 | 2.3% | -3.5% | 2.8% | -9.0 | -31.8 | 1.0 | 0.5 | 0.9% | -6.3
CC12CCC(C/C1=N/O)C2(C)CBr (stereo not drawn) | -2.1% | 1.4% | 1.2% | 1.4 | 5.9 | 0.6 | -4.5 | 1.3% | 0.0

Source: PubChem BioAssay
